SR-BI uptake up – activators of SR-BI mediated DiI-HDL uptake, primary screen, ldlA[mSR-BI] CHO cells, DiI fluorescence | 3 h; 100 = double the neutral-control signal | 0.096% of 320,000 active | AID 504775, 2011 | activation, % at 12.5 µM;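 active = mean replicate activation of at least 60% and every replicate at or above 60%; inconclusive = mean or all-replicate condition met, but not both; inactive = mean below 60% and not all replicates reaching 60%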;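 note: 0% = median plate neutral-control signal and 100% = twice that signal; values of inactives mirror those of a sister screen read the other way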
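Material: SR-BI-overexpressing, LDLR-lacking CHO cells | Dosing: Single compound concentration, delivered by pin transfer | Probe or stimulus: Labelled HDL, 10 µg/mL | Signal: Bottom-read cell fluorescence after medium removal, ex 550/em 595 nm | Schedule: 3 h, 37 °C | Evaluation: HDL uptake via cellular fluorescence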
PKA-R2B act – activators of PKA-R2B holoenzyme, primary screen, biochemical, fluorescence polarization, Cy5-IP20, human; cAMP-dependent protein kinase catalytic subunit beta (Homo sapiens) + cAMP-dependent …; PKA-R2B holoenzyme dissociation; R2B truncated from residue 108, S112A mutant; 0% DMSO only, 100% 113 µM cGMP; activation, % at 11.4 µM; 0.079% of 340,000 active; AID 504700, 2011;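 active = activation above a cutoff set at the mean over all compounds plus 3 SD, cut at about 18% in these data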;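 note: higher means more holoenzyme dissociation and a rise in polarization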
DAGLB inh – DAGLB lipase inhibitors, primary screen, biochemical, fluorescence, HTS; Diacylglycerol lipase-beta (Homo sapiens), Q8NCG7; HEK293T DAGLB membrane lysate, EnzChek fluorogenic substrate; inhibition, % at 5.17 µM; 0.059% of 340,000 active; in the data active = inhibition above about 34%;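 note: 0% = enzyme with vehicle and 100% = wells lacking enzyme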
Rtt109 HAT inh – inhibitors of C. albicans Rtt109/Vps75 HAT, primary screen, biochemical, ThioGlo CoA-SH fluorescence, plate reader; Histone acetyltransferase RTT109 (Candida albicans (strain SC5314 / ATCC MYA-2876)), …; purified Rtt109/Vps75, 4 h; inhibition, % at 34.9 µM; 0.16% of 330,000 active; AID 540336, 2011;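 active = inhibition of at least 50% in every replicate; inconclusive = best replicate reaches 50% inhibition but some replicates fall short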
Target sequence (Q5AAJ8 whole entry, looked up): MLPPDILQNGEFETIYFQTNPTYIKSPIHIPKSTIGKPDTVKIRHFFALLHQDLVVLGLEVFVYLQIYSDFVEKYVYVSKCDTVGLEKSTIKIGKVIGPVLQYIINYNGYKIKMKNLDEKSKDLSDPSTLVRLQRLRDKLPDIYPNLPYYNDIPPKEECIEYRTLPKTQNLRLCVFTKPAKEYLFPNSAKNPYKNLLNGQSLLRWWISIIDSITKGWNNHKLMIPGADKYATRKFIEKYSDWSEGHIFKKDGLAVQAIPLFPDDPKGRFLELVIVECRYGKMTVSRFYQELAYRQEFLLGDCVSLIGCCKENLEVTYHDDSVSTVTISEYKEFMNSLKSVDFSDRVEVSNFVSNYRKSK
cardiac RTF act – cardiac RTF calcium sensitivity activators, primary screen, biochemical, IANBD-TnC fluorescence, EC20 calcium; Troponin I, cardiac muscle (Homo sapiens) + Troponin T, cardiac muscle (Homo sapiens) + …; 0.24% of 340,000 active; activation, % at 7.2 µM; IANBD-labeled TnC RTF fluorescence at EC20 calcium; 0% EC20 calcium, 100% full calcium; AID 493008, 2010;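 active = activation above the mean over all tested compounds plus 3 SD, cut at about 30% in these data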;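 note: rise in fluorescence read as greater calcium sensitivity of cardiac thin filaments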
RTF Ca sens inh – cardiac RTF calcium sensitivity inhibitors, primary screen, biochemical, IANBD-TnC fluorescence, EC70 calcium. IANBD-labeled cardiac RTF, Ca2+ fluorescence. inhibition, % at 7.15 µM. 0.12% of 340,000 active. Troponin I, cardiac muscle (Homo sapiens) + Troponin T, cardiac muscle (Homo sapiens) + …;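 active = inhibition above the mean inhibition of all tested compounds plus 3 SD, cut at about 17% in these data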;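 note: assay run at fixed EC70 calcium of 1.6 mM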
C-LANA FP – inhibitors of KSHV C-LANA binding to DNA, primary screen, biochemical, fluorescence polarization, FAM-LBS DNA, MBP-C-LANA, single point; inhibition, % at 9 µM; 0.078% of 340,000 active; AID 504423, 2011;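 active = highest replicate inhibition at or above 60% at 9 µM, even if other replicates fall short; inactive = all replicates below 60% inhibition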;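 note: 0% = neutral control wells and 100% = 4 µM acridine orange control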
Keap1 Nrf2 FP – Keap1-Nrf2 protein-protein interaction inhibitors, primary screen, biochemical, fluorescence polarization, single point; inhibition, % at 9.4 µM; Kelch-like ECH-associated protein 1 (Homo sapiens), Q14145; 0.15% of 340,000 active; Keap1 Kelch-Nrf2 peptide fluorescence polarization, 1536-well; in the data active = inhibition above about 12%; inconclusive = no clear call, values can overlap the other calls; inactive = below about 7.3%;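 note: human Keap1 Kelch domain with fluorescein labeled Nrf2 9mer peptide probe; 0% = neutral control wells and 100% = peptide positive control; higher means more block of Keap1 binding to Nrf2 peptide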
Target sequence (Q14145 whole entry, looked up, the tested form may be a part): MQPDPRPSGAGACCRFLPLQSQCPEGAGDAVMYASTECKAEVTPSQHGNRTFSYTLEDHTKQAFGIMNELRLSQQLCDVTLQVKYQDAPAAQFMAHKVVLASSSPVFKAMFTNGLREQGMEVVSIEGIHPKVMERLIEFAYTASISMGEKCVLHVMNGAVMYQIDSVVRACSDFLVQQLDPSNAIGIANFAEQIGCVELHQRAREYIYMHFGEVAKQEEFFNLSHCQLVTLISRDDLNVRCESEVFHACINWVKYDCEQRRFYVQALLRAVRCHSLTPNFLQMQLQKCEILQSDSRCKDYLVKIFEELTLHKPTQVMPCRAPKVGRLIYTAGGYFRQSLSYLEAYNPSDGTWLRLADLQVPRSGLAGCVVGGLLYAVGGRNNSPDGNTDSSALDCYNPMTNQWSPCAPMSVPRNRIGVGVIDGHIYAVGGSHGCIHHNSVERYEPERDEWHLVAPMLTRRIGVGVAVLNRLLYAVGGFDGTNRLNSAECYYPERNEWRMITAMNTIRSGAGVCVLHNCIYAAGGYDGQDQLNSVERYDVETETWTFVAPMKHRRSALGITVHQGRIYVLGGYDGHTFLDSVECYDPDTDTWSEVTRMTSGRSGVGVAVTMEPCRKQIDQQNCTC
CAL PDZ FP-1 – untagged CAL PDZ binding inhibitors, primary screen, biochemical, fluorescence polarization, HTS | purified CAL PDZ, TMR-peptide fluorescence polarization, 1 h | inhibition, % at 24.9 µM | 0.92% of 300,000 active | AID 602252, 2012;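 active = mean inhibition of at least 30% with at least half of replicates also reaching 30%; inconclusive = no clear call, values can overlap the other calls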;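 note: 0% = DMSO neutral control and 100% = excess unlabeled competitor peptide PRC23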
CAL PDZ FP-2 – CAL PDZ peptide-binding inhibitors, primary screen, biochemical, fluorescence polarization, Cer-tagged CAL PDZ, HTS; Golgi-associated PDZ and coiled-coil motif-containing protein (Homo sapiens), Q9HD26; purified CAL PDZ, TMR-peptide fluorescence polarization, 1 h; inhibition, % at 20 µM; 0.02% of 330,000 active; AID 504414, 2011;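 active = highest replicate inhibition of at least 40%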;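 note: plate controls were DMSO neutral control wells for no effect and unlabeled competitor peptide control wells for full effect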
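Material: tagged CAL PDZ protein CerCALP, purified; buffer or medium: sodium phosphate/NaCl buffer pH 7.4 with TCEP, IgG, Thesit; also added: fluorescent TMR peptide probe; schedule: 1 h incubation at room temperature before polarization reading; technique: fluorescence polarization from S- and P-plane intensities, G-factor corrected; control set: unlabelled peptide and DMSO controls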
Starred values were filed as active, the others as inactive; ? = inconclusive; . = not tested or not shown. Some of the compounds tested; count on the stated rates, not on these rows.

Values run as follows: SR-BI uptake up, PKA-R2B act, DAGLB inh, Rtt109 HAT inh, cardiac RTF act, RTF Ca sens inh, C-LANA FP, Keap1 Nrf2 FP, CAL PDZ FP-1, CAL PDZ FP-2
COC(=O)C(O)(c1ccc(N(C)C(=O)c2ccc(Cl)c(Cl)c2)cc1)C(F)(F)F (stereo not drawn)
  -13, -14, -1, -10, -5, -7, -1.6, 3, -3, 0.2
CC1SC2(CN3CCC2CC3)NC1=O (stereo not drawn)
  34, -10, -2, 1, -4, 1, -1.4, -7, -3, 0.3
COC(=O)COc1cc(C)cc2oc(=O)c3c(c12)CCCC3
  17, 9, 1, -8, 6, -8, -2.0, -7, -3, -1.2
COC(=O)C1=C(c2ccc(C(C)=O)cc2)C[C@@H]2CC[C@H]1N2C(=O)NCc1ccco1
  -36, -5, 0, 3, -4, -4, 3.9, 1, -1, -0.3
COc1cc(-n2c(=S)[nH]c3ccc(C)cc3c2=O)c(Cl)cc1Cl
  -43, ., ., 6, ., ., 1.2, 3, 5, -0.9
Cc1cc(Cl)ccc1OCCCC(=O)NCc1cccs1
  1, -1, -12, 14, 1, -14, -0.7, -3, -1, -2.0
CCOC(=O)C(O)(c1ccc(N(C)C(=O)c2ccc(Cl)c(Cl)c2)cc1)C(F)(F)F (stereo not drawn)
  -28, -6, -1, 3, 0, -10, -0.1, 3, -3, -0.4
O=C(Cc1cccs1)N1CCC2(CC1)OCCO2
  16, -23, -4, 4, -3, -7, -1.3, -4, ., -1.7
CCOC(=O)CC1=C(C(=O)OCC)C2(C(=O)N1)C(C(=O)OC)=C(N)Oc1ccccc12 (stereo not drawn)
  19, 0, 1, 21, -1, -3, -0.9, -5, 3, -0.7
C=CCC1(CN2CCCC2=O)C(=O)NC(=O)NC1=O
  1, 10, 1, -6, 2, -5, -0.7, 2, 8, 0.2
O=C1NC(=O)C(=Cc2csc3ccccc23)C(=O)N1
  8, -9, 0, ., 2, -1, -1.1, -2, -2, -1.0
CN1CCN(c2c[nH]c(=O)[nH]c2=O)CC1
  3, -5, 0, -4, 5, -11, 0.0, -5, -3, -1.3
CCN(N=Nc1nonc1OC)c1nonc1OC
  0, -9, -2, -12, 12, -4, -0.7, -7, -3, -0.5
CN1CCc2nc(N)c(C#N)c(-c3ccccc3)c2C1
  -13, -1, -2, -6, 10, -1, 1.2, -3, -3, -3.1
COc1cc(OC)c(OC)cc1C=O
  14, 4, -1, -15, 10, -11, -0.8, -2, -2, 0.6

(more compounds)
Values run as follows: SR-BI uptake up, PKA-R2B act, DAGLB inh, Rtt109 HAT inh, cardiac RTF act, RTF Ca sens inh, C-LANA FP, Keap1 Nrf2 FP, CAL PDZ FP-1, CAL PDZ FP-2
Cc1ccc(O)c(C)c1
  2, -6, -3, 0, 1, -5, -0.5, 3, -2, -1.0
CCN(CC)c1ccc(N=Cc2c(O)n(-c3ccccc3C)c(=O)[nH]c2=O)cc1
  -19, -14, 7, 12, 6, -9, 1.4, -5, 2, 3.5
Clc1ccc2c(c1)C(c1ccccc1Cl)=NCc1nnc(N3CCN(CCOc4ccccc4)CC3)n1-2
  20, -9, 2, 10, 2, -4, -0.2, -1, ., -1.6
Cc1ccc(C(=O)C2(C)N(O)C(C)C(c3cccs3)=[N+]2[O-])cc1 (stereo not drawn)
  4, -5, 0, 3, -2, 10, -1.1, 0, -6, -0.7
O=C1NC(=O)N(c2ccc(F)cc2)C(=O)/C1=C/c1ccc2c(c1)CCCN2Cc1ccccc1
  -2, -3, 4, 13, 4, 2, -1.0, -4, 1, -1.6
CC(=O)CC(C)(C)n1c[n+](C)nn1
  27, -13, 2, 7, -2, -11, 1.4, -1, 2, -0.8
c1ccc2c(c1)Nc1ccccc1S2
  -15, 7, 3, 6, -1, 8, -3.9, -16, -4, -0.1
CC1OC(OC2C(O)CC(OC3C(O)CC(OC4CCC5(C)C(CCC6C5CCC5(C)C(C7=CC(=O)OC7)C(O)CC65O)C4)OC3C)OC2C)CC(O)C1O (stereo not drawn)
  2, 9, -1, 2, -3, -13, 0.6, -3, 0, 0.3
COC(=O)C12OCC34C(CC5C(C)=C(O)C(=O)CC5(C)C3C(O)C1O)OC(=O)C(OC(=O)/C=C(\C)C(C)C)C24 (stereo not drawn)
  18, -14, 2, -7, -1, -3, -1.0, -6, -2, -1.6
Fc1cccc(C2NCCc3[nH]cnc32)c1 (stereo not drawn)
  12, -7, -2, 0, -4, -3, -2.8, -5, -1, -0.7
Cc1nc(CCl)cc(=O)[nH]1
  11, -2, 0, -22, 6, -4, -1.3, -10, 4, -0.2
O=c1c2ccccc2nc(/C=C/c2ccc(F)cc2)n1-c1ccccc1O
  -29, -6, -4, 1, -4, -5, 2.7, 3, -4, -0.9
Cc1cc(C)nc(NC2=NCCS2)n1
  2, 2, -2, -5, 4, 3, -0.2, -7, 0, .
C=CCn1c(O)c(C(CC)=NCc2cc(OC)cc(OC)c2)c(=O)[nH]c1=O
  -5, -2, 4, -2, 4, -8, 1.2, 4, -2, -3.2
C1CCC2CCCCC2C1 (stereo not drawn)
  7, 10, 1, 5, 1, -14, 0.5, 2, -1, 0.1

Other results:
Values run as follows: SR-BI uptake up, PKA-R2B act, DAGLB inh, Rtt109 HAT inh, cardiac RTF act, RTF Ca sens inh, C-LANA FP, Keap1 Nrf2 FP, CAL PDZ FP-1, CAL PDZ FP-2
CN(C)C(=O)O/N=C(\N)COc1ccc(C(C)(C)C)cc1
  ?, -11, -4, -4, 3, -2, 0.8, -3, 14, -1.1
O=C1/C(=C/c2cc([N+](=O)[O-])ccc2Cl)N2CCC1CC2
  -8, -1, -2, -3, -1, -1, 2.9, -4, 5, -0.4
O=C(N/N=C/c1c(O)n(-c2cccc3ccccc23)c(=O)[nH]c1=O)c1ccncc1
  -1, 5, 1, 15, 3, -4, -4.6, -23, 0, 0.1
COc1ccc(CC2C(=O)NC(=O)N(c3ccccc3)C2=O)c(OC)c1 (stereo not drawn)
  ., -2, -1, -1, 6, 0, 0.9, 3, -1, 1.3
C/C(=N\N=C(N)N)c1ccccc1
  27, 5, 2, -1, -5, -4, -0.4, -5, -4, 0.8
COc1ccc(N2C(=O)/C(=C/c3ccc(OC)c(OC)c3)C(=O)NC2=S)cc1
  27, 2, 2, 1, 8, 0, 0.1, 0, 1, 0.3
CC(C)Oc1ccc(C2C(C#N)=C(N)Oc3c2c(=O)oc2ccccc32)cc1 (stereo not drawn)
  0, 1, 2, 2, -6, 8, -1.4, 0, -2, -1.5
Cc1cc(O)c2c3c(c(=O)oc2c1)CCC(C)C3 (stereo not drawn)
  -26, 2, -3, 4, 7, 5, 3.2, -1, -2, -0.9
CCCn1ncc(C(=O)O)c1C
  12, -10, -2, -2, 0, -2, 1.2, -2, -2, 1.1
O=c1[nH]c(=O)n(Cc2ccco2)c(O)c1C=NCCN1CCOCC1
  1, -12, -1, -1, 0, -4, -0.7, -6, 0, 1.2
COc1ccc(-n2c(/C=C/c3ccc4c(c3)OCO4)nc3ccccc3c2=O)cc1
  7, -5, -5, -3, 6, -7, 0.4, -6, -4, -0.8
COc1ccc(CCNCc2ccncc2)cc1OC
  12, 14, -1, -20, 3, -8, 0.7, -4, 0, -1.5
CN1CCN(C(=O)O[C@H]2c3nccnc3C(=O)N2c2ccc(Cl)cn2)CC1
  3, -11, -1, 1, -4, -9, 1.0, -3, 1, -1.8
COC(=O)COc1ccc(/C=C2\C(=O)NC(=S)N(c3ccc(C)cc3)C2=O)cc1OC
  1, -1, 0, 6, -1, -8, 2.7, -3, -4, 0.2
COC(=O)C1=C(c2ccc(S(C)(=O)=O)cc2)C[C@@H]2CC[C@H]1N2C(=O)NCc1cccc2ccccc12
  -16, 3, 1, 13, -2, -9, 0.0, -9, 0, 0.7

The results go on:
Values run as follows: SR-BI uptake up, PKA-R2B act, DAGLB inh, Rtt109 HAT inh, cardiac RTF act, RTF Ca sens inh, C-LANA FP, Keap1 Nrf2 FP, CAL PDZ FP-1, CAL PDZ FP-2
COc1ccc(NP(=O)(Oc2ccccc2OC)Oc2ccccc2OC)cc1
  6, 2, 2, 2, -2, -5, -0.2, -3, -7, -2.8
O=C(Nc1ccc(Cl)cc1C(=O)c1ccccc1)c1ccccc1
  -23, 1, -12, 1, -1, -1, 0.5, -2, -5, 0.2
CCn1cc(C(=O)N2CCC3(CC2)OCCO3)c(=O)c2cc(S(=O)(=O)N3CCCC3)ccc21
  4, 5, 4, 3, 5, -9, -0.2, -4, -2, -0.6
COC(=O)c1ccccc1OP1(=O)COc2ccccc2OC1
  11, 0, 1, 1, -1, -6, -0.6, 0, -3, 0.0
Cc1cc(=O)oc2cc3c(cc12)CCCN3
  6, -6, -1, -7, -1, -1, 1.3, -1, -3, -1.5

Entries of single compounds, quoted from the list.
`COc1ccc(NP(=O)(Oc2ccccc2OC)Oc2ccccc2OC)cc1` in the list: SR-BI uptake up: 6; PKA-R2B act: 2; DAGLB inh: 2; Rtt109 HAT inh: 2; cardiac RTF act: -2; RTF Ca sens inh: -5; C-LANA FP: -0.2; Keap1 Nrf2 FP: -3; CAL PDZ FP-1: -7; CAL PDZ FP-2: -2.8
`Cc1cc(=O)oc2cc3c(cc12)CCCN3` in the list: SR-BI uptake up: 6; PKA-R2B act: -6; DAGLB inh: -1; Rtt109 HAT inh: -7; cardiac RTF act: -1; RTF Ca sens inh: -1; C-LANA FP: 1.3; Keap1 Nrf2 FP: -1; CAL PDZ FP-1: -3; CAL PDZ FP-2: -1.5
